USP2a block: qHTS Assay for Inhibitors of Ubiquitin-specific Protease USP2a Using CHOP2 as the Reporter | actives 0.01% (n = 330,000) | USP2 core, Ub-CHOP2 coupled fluorogenic reporter, 485/531 | Potency, µM (doses to about 38.3 µM), for the others: at the highest dose activity change, negative = inhibition, most hits filed as inhibitors | Ubiquitin carboxyl-terminal hydrolase 2 (Homo sapiens), O75604;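 further: potency means the concentration at half of the fitted maximal effect; plate controls were DMSO wells for no effect and full inhibition by NEM control for full effect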
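Cell-free coupled assay: 10nM USP2 core preincubated 30min RT with compound in Tris-HCl pH 8.0/CaCl2/CHAPS buffer, then 25nM Ub-CHOP2 and 25nM reporter substrate; fluorescence (Ex 485/Em 531) read after 60min RT, normalized to NEM inhibition, concentration-response curves fitted.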
Mito fusion yeast: qHTS Assay for Small Molecule Inhibitors of Mitochondrial Division or Activators of Mitochondrial Fusion | actives 0.23% (n = 320,000) | S. cerevisiae fusion-defective mutant growth rescue, CellTiterGlo 48 h | Potency, µM (series often up to 46.1 µM), without a hit: top-dose growth rescue (activation), hits mostly activators | AID 485298, 2010;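 further: potency means the concentration at half of the fitted maximal effect; % of control where 0% means no effect; nearly all actives have a fitted effect of over 45% in size; temperature-sensitive fusion mutants such as fzo1-1 at 37 °C on non-fermentable ethanol glycerol medium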
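Read-out: ATP-based luminescence (CellTiterGlo, 10 min ambient) reporting growth of fusion-defective ts yeast after 48 hours at 37C on glycerol/ethanol YPEG medium in the presence of compound.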
Eya2 inh: qHTS Assay for Inhibitors of the Phosphatase Activity of Eya2; Protein phosphatase EYA2 (Homo sapiens), O00167; recombinant Eya2, OMFP fluorescence dephosphorylation (OMFP is methylfluorescein phosphate); Potency, µM (highest dose often 76.9 µM), for inactives: top-dose activity, negative = inhibition, usual class: inhibitors; actives 0.006% (n = 330,000); further: potency means the concentration at half of the fitted maximal effect; on the % scale 0 is the no-effect control and ±100 the full control effect
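Eya2 protein (added as 0.2 uM solution) was preincubated with compound for 10 min at ambient temperature in 50 mM HEPES pH 7.5, 50 mM NaCl, 5 uM MgCl2, 0.05% BSA, 1 mM DTT. OMFP (added at 50 uM) then reacted 10 min; fluorescence read at 485/525 nm.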
KCNH2 3.1 inh: qHTS for Inhibitors of KCHN2 3.1: Mutant qHTS. Potassium voltage-gated channel subfamily H member 2, brain isoform KCNH2 3.1 (human). U2OS KCNH2 3.1, thallium flux FluxOr; hits give low values. actives 0.95% (n = 340,000). activity change, % (tested at about 1.8 µM);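 active means maximum activity change below -70%; inconclusive means maximum activity change from -70% to -50%; inactive means maximum activity change above -50%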;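 further: thallium influx rate constant from kinetic fluorescence after stimulation buffer; on the % scale 0 is the no-effect control and ±100 the full control effect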
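U2OS cells transduced with KCNH2 3.1 mutant virus (1.77 x 10^8 /mL, 4 h), plated overnight at 37 C, loaded 45 min with FluxOr dye plus Red40 quencher. Thallium flux rate constant from kinetic reads after stimulation buffer, normalised to controls.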
TCR activator: Activators of T cell receptors: qHTS campaign; AID 504894, 2011; primary human leukocytes, anti-CD3, IL-2 HTRF, 48 h; Potency, µM (series often up to 9.22 µM), without a hit: at the highest dose activation of IL-2 secretion, most hits filed as activators; 330,000 tested, under 10 active; further: % of control where 0% means no effect
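Readout: HTRF IL-2, Eu-cryptate/d2 antibody pair, 320nm excitation, 665nm emission. Stimulus: a-CD3 beads, no co-stimulation. Cells: primary human leukocytes. Exposure: 48 hr with compound.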
TSHR antagonist: Antagonists of the Thyroid Stimulating Hormone Receptor: HTS campaign; TSHR-expressing cells, TSH-stimulated cAMP HTRF, 2 h; hits give low values; activity change, negative = inhibition, % at 11.5 µM; actives 0.2% (n = 330,000); AID 504810, 2011;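 active means activity change below a set negative limit, meaning inhibition stronger than a set level, cut at about -70% in these data; inconclusive means activity change between two set negative limits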; further: on the % scale 0 is the no-effect control and ±100 the full control effect
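Competitive HTRF cAMP read-out (cryptate anti-cAMP antibody, cAMP-d2; 30 min, room temperature) in freshly harvested TSHR cells. Compounds added before TSH at EC80 (4nM final), followed by 2 hours' incubation at 37 deg C.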
TRPV1 ag: HTS Assay for Compounds that Act as Agonists of the Vanilloid Receptor 1; Transient receptor potential cation channel subfamily V member 1 (Homo sapiens), Q8NER1; TRPV1-expressing cells, Fluo-8 calcium influx, agonist mode; activation, % at 8.33 µM; actives 0.19% (n = 320,000); AID 540275, 2011; in the data active means activation above about 80%; inconclusive means between about 30% and that limit; further: 0% is about no effect
Target sequence (Q8NER1 whole entry, looked up): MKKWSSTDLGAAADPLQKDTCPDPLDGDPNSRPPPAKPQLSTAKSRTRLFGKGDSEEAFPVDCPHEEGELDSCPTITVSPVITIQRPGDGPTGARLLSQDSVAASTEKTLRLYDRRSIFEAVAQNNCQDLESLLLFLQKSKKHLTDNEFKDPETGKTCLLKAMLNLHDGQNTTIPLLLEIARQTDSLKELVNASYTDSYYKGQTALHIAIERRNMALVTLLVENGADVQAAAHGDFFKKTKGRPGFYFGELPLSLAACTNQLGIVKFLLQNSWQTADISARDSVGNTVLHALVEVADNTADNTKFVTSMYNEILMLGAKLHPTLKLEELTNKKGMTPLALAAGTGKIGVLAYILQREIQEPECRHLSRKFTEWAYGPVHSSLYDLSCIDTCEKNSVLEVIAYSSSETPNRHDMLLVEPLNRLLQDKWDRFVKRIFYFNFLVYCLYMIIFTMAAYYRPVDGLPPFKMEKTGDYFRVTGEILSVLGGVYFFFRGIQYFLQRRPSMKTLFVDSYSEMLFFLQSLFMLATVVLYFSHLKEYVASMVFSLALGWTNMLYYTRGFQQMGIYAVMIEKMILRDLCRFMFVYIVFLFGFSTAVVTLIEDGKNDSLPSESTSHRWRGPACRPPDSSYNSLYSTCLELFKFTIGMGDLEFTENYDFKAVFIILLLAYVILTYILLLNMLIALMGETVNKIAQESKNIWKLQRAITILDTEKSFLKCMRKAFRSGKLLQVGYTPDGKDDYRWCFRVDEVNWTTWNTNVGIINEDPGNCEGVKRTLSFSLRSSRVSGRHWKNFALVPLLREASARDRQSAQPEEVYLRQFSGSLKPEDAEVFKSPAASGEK
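Cells expressing TRPV1 were dye-loaded with Fluo-8 and read kinetically: 10 s baseline, 3 min after compound (agonist portion), then 2 min after EC20 capsaicin (allosteric enhancer portion). Calcium-bound dye fluorescence at 480/520 nm.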
hERG WT inh: qHTS for Inhibitors of KCHN2 3.1: Wildtype qHTS; U2OS, BacMam KCNH2, thallium flux FluxOr; hits give low values; actives 0.37% (n = 340,000); Voltage-gated inwardly rectifying potassium channel KCNH2 (Homo sapiens), Q12809; activity change, % at 1.84 µM; AID 720551, 2013;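 active means maximum activity change below -70%; inconclusive means maximum activity change between -70% and -50%; inactive means maximum activity change above -50%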; further: on the % scale 0 is the no-effect control and ±100 the full control effect
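U2OS cells were transduced with wild-type KCNH2 virus (2.03 x 10^8 / mL) for 4 h at room temperature, then cultured overnight at 37 C. Thallium flux was read with FluxOr dye. Rate constants were normalized to DMSO controls.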
AT treatment: qHTS Assay for Identifying a Potential Treatment of Ataxia-Telangiectasia | actives 0.19% (n = 320,000) | Potency, µM (top dose mostly 57.5 µM), for the others: top-dose activation, hits mostly activators | […] A-T fibroblasts, KAP-1 phosphorylation AlphaLISA; neocarzinostatin DNA damage 30 min before lysis | AID 485349, 2010; further: potency means the concentration at half of the fitted maximal effect; % of control where 0% means no effect; nearly all actives have a fitted effect of over 45% in size
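hTERT-immortalized A-T patient fibroblasts ([…]), 500 cells/well in OPTI-MEM, 1% FBS, got compounds for 60 min, then NCS for 30 min at 37C. Lysates were then assayed for phospho-KAP-1 by AlphaLISA (anti-pKAP1 donor, anti-KAP1 acceptor beads), 6 hr at 25C.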
ELG1 DNA repair: qHTS screen for small molecules that inhibit ELG1-dependent DNA repair in human embryonic kidney (HEK293T) cells expressing luciferase-tagged ELG1; HEK293T ELG1-luciferase reporter, luminescence, 16 h; DNA damage induced by 5-fluorouridine; Potency, µM (series often up to 46.1 µM), for inactives: at the top dose activity change, negative = inhibition, actives largely listed as inhibitors; actives 2.3% (n = 330,000); AID 504467, 2011; further: potency means the concentration at half of the fitted maximal effect; on the % scale 0 is the no-effect control and ±100 the full control effect; nearly all actives have a fitted effect of over 55% in size
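DMSO vehicle served as the neutral condition. Each well held 2,000 cells given 5-fluorouridine plus compound; after 16 hr at 37 °C/5% CO2, ONE-Glo was added and luciferase measured 30 min later.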
Active calls of the source: *; ? = inconclusive; nt = no result given; [ ] = remark or other dose. Unless noted, the call rests on the fitted dose curve; in most records, active means well fitted curve in the direction sought with a large enough effect; inconclusive means small, poorly fitted or top-dose-only effect, or another doubt; inactive means no such curve, though single readings can be large; an effect the other way counts as inactive or inconclusive. The list is partial; count on the stated rates, not on these rows.

Each structure is followed by: USP2a block	Mito fusion yeast	Eya2 inh	KCNH2 3.1 inh	TCR activator	TSHR antagonist	TRPV1 ag	hERG WT inh	AT treatment	ELG1 DNA repair
> COc1ccc(CCC(=O)N2CCN(c3ccccc3)CC2)cc1OC
→ -0.3%	6.8%	2.7%	5.4	-2.0%	-5.2	?	1.0	2.9%	-6.9%
> COc1cc2nc(N3CCNCC3)nc(N)c2cc1OC
→ 3.6%	-3.0%	-2.6%	-11.1	-6.3%	-4.4	-1.7	4.2	2.7%	18.6%
> COc1ccccc1-n1nnnc1SCC(=O)Nc1ccccc1
→ 0.4%	-2.5%	10.1%	-11.2	-3.5%	2.2	-2.3	-2.5	14.2%	-8.8%
> CCOC(=O)CNC(=O)c1cc2c(=O)[nH]c3ccc(C)cc3c2s1
→ 3.8%	-2.9%	6.5%	-0.6	-2.2%	0.8	1.6	-6.1	-1.5%	3.8%
> CCN(CC(=O)Nc1cccc(C(C)=O)c1)S(=O)(=O)c1ccccc1
→ -1.8%	-1.4%	-12.4%	-18.4	7.5%	4.7	12.3	-10.1	-6.2%	-3.3%
> COCc1cc(N2CCOCC2)nc(SCc2ccc(Cl)cc2)n1
→ 0.2%	4.6%	-3.7%	2.7	-1.7%	-21.7	1.5	-1.9	8.5%	?
> CCOC(=O)C1=C(COC(=O)c2ccccc2[N+](=O)[O-])NC(=O)NC1C (stereo not drawn)
→ -2.0%	-3.0%	-32.9%	-45.0	0.7%	7.5	2.0	-20.0	-1.9%	17.8%
> CC(C)CC(=O)NC(=S)Nc1cc(C(F)(F)F)ccc1N1CCOCC1
→ 2.9%	-9.1%	-4.4%	-24.3	-1.9%[46.1 µM]	-1.9	?	-3.4	4.1%	-2.2%
> N/C(=N\c1nc2ccccc2o1)NC(=O)c1ccccc1Br
→ 0.7%	-0.1%	-8.2%	-11.6	-1.1%	-11.5	nt	3.5	1.4%	?
> O=C(CN1C(=O)NC2(CCc3ccccc32)C1=O)c1cccs1 (stereo not drawn)
→ 1.5%	nt	8.6%	-2.4	-0.9%	nt	nt	-1.4	5.2%	10.3%
> O=C(Nc1ccc(Oc2ncccn2)cc1)c1ccco1
→ 0.0%	-5.8%	5.1%	3.9	4.5%	-8.0	-0.4	-10.0	7.6%	?
> CCOC(=O)c1ccc(N2CCOCC2)c(NC(=O)c2ccc3c(c2)OCO3)c1
→ -0.3%	13.5%	-2.2%	6.9	nt	-7.7	16.8	13.1	-2.2%	?
> CC(NC(=O)COC(=O)c1cn(-c2ccccc2)nc1-c1cccs1)c1ccccc1 (stereo not drawn)
→ 3.8%	?	-27.9%	-5.6	1.4%	-6.2	18.3	0.8	2.6%	?
> Cc1ccc(C(=O)NNC(=O)c2csc(N3CCOCC3)n2)s1
→ 0.7%	0.5%	-2.6%	4.1	7.2%	-3.1	15.4	-10.1	0.6%	-2.5%
> COc1ccc(/C=C/C(=O)C2C(=O)C=C(C)OC2=O)cc1O (stereo not drawn)
→ 1.8%	-4.4%	15.0%	-0.6	-1.9%[46.1 µM]	-10.2	-0.3	-13.1	1.0%	?
> CCOC(=O)CSc1nc(C)c2cc(OC)ccc2n1
→ 1.8%	-8.4%	0.2%	4.2	-0.2%	1.9	0.9	-0.6	-15.1%	?
> O=C(Oc1ccc(/C=N/NC(=O)c2ccccc2O)cc1)c1ccccc1
→ -0.3%	0.6%	16.6%	-5.2	-0.9%	2.8	2.8	-1.4	-6.8%	?
> O=C(Nc1ccc(-c2csc(Nc3ccc(Cl)cc3)n2)cc1)c1cc([N+](=O)[O-])cc(C(F)(F)F)c1
→ -7.4%	-41.1%[inhibitor]	13.7%	nt	4.5%	2.9	2.1	nt	-9.7%	?
> CN(c1ccc(OCC(=O)OCC(=O)Nc2ccc(Br)cc2)cc1)S(=O)(=O)c1cccs1
→ 0.8%	-1.1%	3.3%	-10.4	-12.2%[46.1 µM]	-7.7	1.6	19.1	1.6%	0.4%
> Cc1ccc(N(CCC#N)C(=O)COC(=O)C2=COCCO2)cc1
→ 0.0%	-6.6%	2.3%	-12.3	-1.2%	10.2	0.6	-3.0	-4.0%	-1.5%
> Cc1ccc(-c2c(C#N)c(N)nc3c2CCCCC3)o1
→ ?	-4.3%	-12.9%	-9.4	4.0%	-13.3	6.4	1.7	10.0%	-7.0%
> CCN(Cc1ccccc1)C(=O)CC(=O)N(CC)Cc1ccccc1
→ -1.1%	16.7%	2.1%	11.5	1.3%	5.0	-0.3	-8.0	0.1%	-1.7%
> OC(C#CCN1CCOCC1)(c1ccccc1)C1CCCCC1 (stereo not drawn)
→ 0.1%	2.0%	-6.3%	12.7	2.6%	22.7	4.0	4.4	7.7%	27.9%
> O=c1oc2ccccc2c(NC2CCCCC2)c1NS(=O)(=O)c1ccc(Br)cc1
→ -1.0%	-8.7%	-6.8%	-19.7	-3.0%	16.8	21.0	-13.3	2.5%	-1.7%
> Cc1ccc(C)c(C2=NNC(=NCc3ccccc3)SC2)c1
→ -2.0%	-5.2%	-0.6%	-3.1	-1.1%	6.9	0.0	5.4	-3.5%	?
> Cc1cc(C(=O)COC(=O)C2=NNC(=O)CC2)c(C)n1-c1ccc(OC(F)F)cc1
→ -5.9%	-2.3%	-15.9%	0.9	0.6%	3.4	-5.5	3.3	nt	6.0%
> N#CCCCCN1CCCC1
→ 4.4%	7.0%	?	-2.7	5.3%	27.4	1.0	4.4	1.3%	-4.9%
> Fc1ccccc1CNC(=S)Nc1cccc(C(F)(F)F)c1
→ -3.7%	-25.3%	-17.0%	2.4	1.4%[46.1 µM]	-14.8	?	50.4	-3.6%	-12.6%
> COc1ccc(OC)c(C(=O)CSc2nnnn2C)c1
→ -1.4%	-7.7%	5.7%	2.2	7.0%	7.5	0.1	1.6	4.0%	23.0%
> CCOc1ccc(-c2cc(C(=O)NCCCN3CCCC3)c3ccccc3n2)cc1
→ 0.2%	-1.1%	-0.9%	-1.9	-20.9%	16.8	2.7	12.0	-2.3%	?

(more compounds)
Each structure is followed by: USP2a block	Mito fusion yeast	Eya2 inh	KCNH2 3.1 inh	TCR activator	TSHR antagonist	TRPV1 ag	hERG WT inh	AT treatment	ELG1 DNA repair
> COc1ccc(CN=C(NS(=O)(=O)c2cccs2)SC)cc1
→ 4.1%	-0.3%	3.5%	9.2	-6.8%[46.1 µM]	-7.2	-6.0	-1.7	5.0%	-4.6%
> Cc1cc(-n2c(C)cc(C(=O)CSc3nc(N)cc(=O)[nH]3)c2C)no1
→ -0.8%	0.6%	19.7%	-7.1	1.2%	-8.5	1.0	-5.6	-2.1%	-2.2%
> O=C(O)CC1(CC(=O)Nc2ccc3c(c2)C(=O)OC3)CCCCC1
→ 0.3%	3.6%	6.9%	16.6	8.0%	-8.7	1.2	-0.5	-3.0%	7.3%
> Cc1ccccc1C1c2[nH]c3ccccc3c2C[C@H]2C(=O)N(C3CCN(Cc4ccccc4)CC3)CC(=O)N12 (stereo partly drawn)
→ -1.7%	-21.0%	4.0%	nt	nt	-2.4	-2.9	nt	-11.8%	-19.6%
> O=C1c2ccc([N+](=O)[O-])cc2S(=O)(=O)N1Cc1ccccc1
→ 3.4%	-4.8%	0.2%	-2.5	0.2%	-24.7	2.4	-10.1	-7.9%	11.2%
> COc1ccc(NC(=O)CSCC(=O)Nc2nnc(CC(C)C)s2)cc1
→ -1.0%	1.4%	-1.6%	-8.1	-23.6%	0.0	-5.7	0.0	-4.3%	11.7%
> Oc1ccc(/C=N/Nc2nc(N3CCCC3)nc(N3CCCC3)n2)cc1O
→ 4.3%	-11.8%	2.8%	13.8	2.0%	-11.7	?	2.0	-2.3%	-23.7%
> O=C(NNC(=S)Nc1ccccc1Cl)c1ccncc1
→ -1.6%	0.9%	-2.6%	0.1	-3.5%	-7.7	2.2	1.7	1.1%	?
> O=C(c1cccc(C(F)(F)F)c1)N1CCN(C2CCCCC2)CC1
→ 0.6%	-3.4%	3.9%	-12.4	nt	-3.8	2.9	-8.7	-0.1%	5.2%
